TDP1 cell CPT – growth inhibition of DT40 Tdp1-/-;hTDP1 cells with camptothecin (screen for TDP1 inhibitors); chicken DT40 Tdp1-/-;hTDP1 cells + 20 nM CPT, ATP luminescence, 48 h; Potency, µM (top dose mostly 46.2 µM), for inactives: top-dose activity change, negative = growth inhibition, hits mostly inhibitors; actives 12% (n = 420,000); also: nearly all actives have a fitted effect of over 55% in size
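Cell growth measured by CellTiter-Glo luminescence after a minimum 48 h, 37 C compound exposure with 20 nM CPT in Tdp1-knockout DT40 cells stably expressing hTDP1, seeded 400/well; qHTS titration format.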
FEN1 inh – blocks human flap endonuclease 1. Recombinant FEN1 flap cleavage, fluorescence, 15 min. Potency, µM (doses to about 114 µM), without a hit: at the top dose activity change, negative = inhibition, hits mostly inhibitors. actives 0.35% (n = 390,000); also: nearly all actives have a fitted effect of over 65% in size
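Nuclease activity of 10 nM FEN1 was measured after 15 min of room-temperature exposure to titrated compounds, by adding 50 nM flap substrate and reading plates at 0 and 15 min.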
GCN5L2 inh – blocks human GCN5L2 histone acetyltransferase; GCN5L2 HAT assay, ThioGlo1 CoA-SH fluorescence; Potency, µM (titrated, usually from 58.9 µM), for the others: at the top dose activity change, negative = inhibition, hits mostly inhibitors; actives 0.21% (n = 390,000)
Target sequence (Q92830 whole entry, looked up): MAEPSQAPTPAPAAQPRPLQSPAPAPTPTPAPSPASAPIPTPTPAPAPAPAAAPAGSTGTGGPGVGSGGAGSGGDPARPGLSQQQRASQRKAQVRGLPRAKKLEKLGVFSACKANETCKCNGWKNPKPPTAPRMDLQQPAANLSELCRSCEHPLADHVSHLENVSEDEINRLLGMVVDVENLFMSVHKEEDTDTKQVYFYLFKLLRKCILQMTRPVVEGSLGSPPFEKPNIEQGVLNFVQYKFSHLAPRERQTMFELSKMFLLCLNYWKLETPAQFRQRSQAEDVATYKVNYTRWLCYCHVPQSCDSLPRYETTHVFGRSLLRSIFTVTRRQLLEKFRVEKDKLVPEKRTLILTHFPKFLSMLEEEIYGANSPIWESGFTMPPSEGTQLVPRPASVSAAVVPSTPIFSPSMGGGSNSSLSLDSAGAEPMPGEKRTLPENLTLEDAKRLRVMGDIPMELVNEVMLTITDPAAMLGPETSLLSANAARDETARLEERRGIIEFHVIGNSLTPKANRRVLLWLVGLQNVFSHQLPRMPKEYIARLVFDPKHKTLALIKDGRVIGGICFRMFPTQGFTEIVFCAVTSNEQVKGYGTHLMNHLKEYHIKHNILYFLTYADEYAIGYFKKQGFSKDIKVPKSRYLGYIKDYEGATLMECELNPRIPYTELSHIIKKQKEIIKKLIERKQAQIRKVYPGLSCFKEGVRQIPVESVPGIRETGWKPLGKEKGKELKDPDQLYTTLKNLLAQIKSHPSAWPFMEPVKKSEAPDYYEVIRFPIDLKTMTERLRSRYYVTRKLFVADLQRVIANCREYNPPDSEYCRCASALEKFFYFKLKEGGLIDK
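GCN5L2 (20nM final) in 50mM HEPES, 0.1mM EDTA pH 7.5, 0.01% Tween-20 was preincubated 15 min at room temperature with compound, then given ThioGlo1 (50uM), H3(1-25) peptide (75uM) and acetyl-CoA (70uM); CoA-thiol fluorescence (Ex340/Em540) was read at 0 and 20 min.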
* = called active by the depositor; ? = inconclusive; · = no result given. Calls follow the shape of the dose curve; as a rule, active = well fitted curve in the direction sought with a large enough effect; inconclusive = small, poorly fitted or top-dose-only effect, or another doubt; inactive = no such curve, though single readings can be large; an effect the other way counts as inactive or inconclusive. % is scaled to controls: 0 for no effect and ±100 for the full control effect; potency is read from the fitted curve at half-maximal effect.

Values run as follows: TDP1 cell CPT | FEN1 inh | GCN5L2 inh
1. CCOC(=O)N1CCN(C(=O)CNS(=O)(=O)c2c(C)cc(C)cc2C)CC1
→ -7% | 3% | -5%
2. CCOC(=O)C1=C(C)NC(C)=C(C(=O)OCC)C1C(=O)OCC(N)=O
→ 12% | 1% | -12%
3. CC(C)c1nc(SCC(=O)NCc2ccccc2)n[nH]1
→ 0% | -2% | -1%
4. CCN1C(=O)/C(=C2/C=Cc3ccccc3N2CC)SC1=S
→ ? | ? | -4%
5. CCOC(=O)c1c(C)[nH]c(C(=O)COC(=O)C2(C)CC2(Cl)Cl)c1C (stereo not given)
→ -8% | -16% | -2%
6. OCCCNc1cc(-c2ccnc(Nc3cccc(Cl)c3)n2)ccn1
→ 0.15µM* | -22% | -14%
7. Nc1ccc2sc(N)nc2c1
→ 0% | -25% | 2%
8. Cc1ccc(C(=O)NCC(c2ccc(F)cc2)N2CCOCC2)cc1S(=O)(=O)N1CCOCC1 (stereo not given)
→ -5% | 0% | ·
9. CC1CN(CCOc2ccccc2C(C)C)CC(C)O1 (stereo not given)
→ -26% | 7% | ?
10. Cc1ccc(OCCn2ccnc2)c([N+](=O)[O-])c1
→ -18% | 7% | -1%
11. CCOc1ccc(-c2nn(-c3ccccc3)cc2/C=C2\SC(N)=NC2=O)cc1C
→ ? | -9% | -1%
12. Cc1cc(C)c(NC(=O)/C(C#N)=C/c2ccc(OCc3ccc(F)cc3)cc2)c(C)c1
→ 2.6µM* | 2% | 4%
13. Cc1cc2c(cc1C)NC(c1ccccn1)C1=C(CC(C)(C)CC1=O)N2 (stereo not given)
→ -15% | 3% | -4%
14. O=C(CSc1ccc(-c2ccc(Cl)cc2)nn1)NC1CCCC1
→ -18% | 6% | -1%
15. COCCNc1nnc(SCC(=O)Nc2nnc(-c3ccccc3)o2)s1
→ -2% | 0% | 0%
16. O=C(Nc1cccc(NC(=O)c2ccccc2Cl)c1)c1ccc(F)cc1
→ ? | 1% | -5%
17. CCCCOc1ccc(C(=O)NCC(=O)NC2CC2)cc1
→ 1% | 3% | -3%
18. C=CCNC(=O)NC(=O)COC(=O)COc1ccc(Br)cc1F
→ -16% | -7% | ?
19. CC(C)NC(=O)CC1Nc2c3ccccc3nc(=S)n2C1=O (stereo not given)
→ -1% | 0% | 9%
20. CCn1c(=O)c2c(cnn2C)c2ccccc21
→ 7.3µM* | 0% | -14%
21. CCOC(=O)N/N=C/c1cn(Cc2ccc(Cl)cc2)c2ccccc12
→ ? | -1% | -1%
22. C=C1CCC[C@]2(C)C[C@H]3OC(=O)C(CN4CCOCC4)[C@H]3C[C@@H]12 (stereo not given in full)
→ ? | 5% | -4%
23. CCOc1ccc(-c2nnc(SCC(=O)Nc3ccc(C)cc3Cl)o2)cc1
→ -19% | -2% | -9%
24. Cc1nc2ccc(NS(=O)(=O)c3ccc(F)cc3F)cc2s1
→ ? | -2% | -2%
25. COc1ccc(-c2cc(C(F)(F)F)nc(SCCC(=O)Nc3ccccc3F)n2)cc1
→ · | -8% | 0%
26. Cc1ccc(NC(=O)Nn2cnnc2)c(C)c1
→ 2% | 22% | -17%
27. CCC1CCCCN1CC(O)Cn1c2ccccc2n2c(=O)cc(C)c(C#N)c12 (stereo not given)
→ 17% | -7% | 27%
28. CCc1ccccc1NS(=O)(=O)c1cc(C)ccc1OC
→ -21% | 12% | -3%
29. Cc1ccc(-c2nc(CS(=O)(=O)CC(=O)NC3CCCCC3C)c(C)o2)cc1 (stereo not given)
→ ? | 15% | 0%
30. CCNC(C(=O)c1c[nH]c2c(CC)cccc12)c1ccccc1 (stereo not given)
→ ? | 0% | 0%
31. CCn1c(C)nc2c(C)[n+](CC(=O)c3ccc(Br)cc3)ccc21
→ 9% | -1% | -3%
32. CCOC(=O)c1cnc2ccc(OC(F)(F)F)cc2c1Nc1ccccc1C(=O)O
→ ? | -6% | -2%
33. CC(C)c1ccc(NC(=O)Nc2cnccn2)cc1
→ 12µM* | -4% | 1%
34. O=C(C[n+]1ccc(C(=O)N/N=C/c2ccc(OCc3ccccc3)cc2)cc1)c1ccccc1
→ ? | -19% | 0%
35. Cc1cc(Br)ccc1OCc1nnc(-c2ccccc2)o1
→ -21% | 2% | ·
36. Cc1nn(CCOc2ccccc2)c(=O)n1-c1ccccc1
→ 8% | 2% | 14%
37. Cc1ccc(NC(=O)C2CCN(S(=O)(=O)c3cccc(C(F)(F)F)c3)CC2)nc1
→ -26% | 1% | -1%
38. CCCCn1c(N)c(N(CCOC)C(=O)c2cnc(C)cn2)c(=O)[nH]c1=O
→ 6% | -8% | -5%
39. Cc1ccc(NC(=O)COc2coc(CN3CCN(c4ccccc4)CC3)cc2=O)cc1
→ -29% | 7% | -7%
40. COc1ccc2c(c1)c(C(=O)N/N=C/c1ccc(O)c(O)c1)c(C)n2C
→ ? | -11% | 0%
41. Cc1cccc(NC(=O)CCNS(=O)(=O)c2cccc3nonc23)c1C
→ 5% | 4% | -5%
42. CC(=O)c1ccccc1OCCCOc1cccc2cccnc12
→ 23µM* | 19% | ·
43. Cc1cc(NS(=O)(=O)c2ccc(NC(=S)NC(=O)c3ccc(Cl)cc3Cl)cc2)no1
→ -14% | 0% | ·
44. O=S(=O)(c1ccccc1)N(CC(F)(F)F)c1ccc(C(O)(C(F)(F)F)C(F)(F)F)cc1
→ ? | -13% | -9%
45. COc1cc(NC(=O)c2sc(C)nc2C)c(OC)cc1NC(=O)c1ccccc1
→ ? | -5% | -4%
46. Cc1[nH]c(=O)[nH]c(=O)c1NS(=O)(=O)c1ccccc1
→ -10% | 0% | 1%
47. COc1cc(/C=N/NC(=O)c2ccc(COc3cc(C)ccc3C(C)C)cc2)cc(OC)c1O
→ 16µM* | -1% | 1%
48. Cc1cc(NC(=O)COc2ccccc2C(N)=O)no1
→ 20% | 12% | -2%
49. CCCC(=O)Nc1nnc(-c2ccco2)s1
→ -29% | -10% | -16%
50. COc1cccc(C(=O)NCC(=O)N/N=C(C)\C=C\c2ccccc2)c1
→ 2% | -5% | -9%
51. COc1ccccc1N1CCN(C(=O)CSc2nc3ccccc3c(=O)n2CC2CCCO2)CC1 (stereo not given)
→ ? | 0% | -8%
52. Clc1cccc(N/N=C/c2ccc(N3CCOCC3)cc2)c1
→ -4% | -10% | -11%
53. NC(=O)[C@H](Cc1cc2ccccc2s1)NC(=O)[C@@H]1CC2(CC(c3cccc(NC(=O)[C@@H]4CCC(=O)N4)c3)=NO2)CN1C(=O)/C=C/c1c(F)cccc1Cl (stereo not given in full)
→ 24% | -16% | 21%
54. CCN(CC)S(=O)(=O)c1cccc(C(=O)Nc2ccc(Cl)cn2)c1
→ ? | -6% | -13%
55. O=C(NC12CC3CC(CC(C3)C1)C2)c1ccc(COc2ccc(Cl)cc2[N+](=O)[O-])o1
→ ? | -22% | -1%
56. CC(C)c1ccc(NC2CCCN(C(=O)c3cscn3)C2)cc1 (stereo not given)
→ ? | -2% | 1%
57. COc1ccc(-c2cc(-c3ccc(F)cc3)nc3c2COc2ccc(F)cc2-3)cc1
→ ? | -16% | -2%
58. CC(C)(C)c1nnc(NS(=O)(=O)c2cc(Cl)ccc2Cl)s1
→ -19% | -4% | -1%
59. O=C(COc1ccc([N+](=O)[O-])cc1)Nc1ccc(CN2CCOCC2)cc1
→ ? | -9% | -10%
60. COC(=O)c1c(C(=O)OC)c(C)n(Cc2cccnc2)c1C
→ -5% | -1% | -2%

A different layout for part of the listing above:
[31] CCn1c(C)nc2c(C)[n+](CC(=O)c3ccc(Br)cc3)ccc21
  TDP1 cell CPT = 9%; FEN1 inh = -1%; GCN5L2 inh = -3%
[46] Cc1[nH]c(=O)[nH]c(=O)c1NS(=O)(=O)c1ccccc1
  TDP1 cell CPT = -10%; FEN1 inh = 0%; GCN5L2 inh = 1%
[33] CC(C)c1ccc(NC(=O)Nc2cnccn2)cc1
  TDP1 cell CPT = 12µM*; FEN1 inh = -4%; GCN5L2 inh = 1%

Following part
Values run as follows: TDP1 cell CPT | FEN1 inh | GCN5L2 inh
61. Cn1c(=O)c2ccccc2n(CC(=O)N2CCCc3ccccc32)c1=O
→ -23% | -1% | -5%
62. COc1ccccc1CCC(=O)OCC(=O)Nc1ccc(C(N)=O)cc1
→ 15µM* | -18% | -1%
63. O=c1c(N=Nc2ccc(O)cc2)c(-c2ccccc2)[nH]n1-c1ccc([N+](=O)[O-])cc1
→ ? | 7% | -10%
64. Clc1ccccc1-c1cncnc1NCCN1CCOCC1
→ 3.3µM* | · | -4%
65. CN1CCC(N(C)C(=S)Nc2ccc(SC(F)F)cc2)CC1
→ ? | -3% | 0%
66. Cc1ccccc1OCc1nc2ccccc2c(=O)n1/N=C/c1cn[nH]c1-c1ccc(Br)cc1
→ ? | -6% | -2%
67. O=C(NNC(=O)c1ccccc1Cl)c1cccs1
→ -5% | 5% | 0%
68. Cc1ccc(S(=O)(=O)N2CCN(C(=O)N3CCOCC3)C2C)cc1 (stereo not given)
→ 1% | 10% | -3%
69. CC(C)c1ccc(CNc2n[nH]c(-c3ccco3)n2)cc1
→ ? | -1% | -3%
70. O=C(Nc1nc2n(n1)C(c1ccc(F)cc1)C=C(c1ccc(Cl)cc1)N2)c1ccco1 (stereo not given)
→ ? | -5% | -6%
71. O=C(NCCO)c1ccc2[nH]c3c(c2c1)CCCC3
→ -4% | -7% | -3%
72. CC(NC(=O)Cc1ccc(S(=O)(=O)N2CCOCC2)s1)c1ccc(Cl)cc1Cl (stereo not given)
→ ? | -14% | ·
73. Cc1ccc2nc(C)cc(Nc3ccc4c(c3)OCCO4)c2c1
→ 22µM* | ? | -3%
74. Nc1nc(SCC(=O)c2ccc(F)cc2)n[nH]1
→ 19% | -6% | 1%
75. Clc1nc(-c2ccccn2)nc2scc(-c3ccccc3)c12
→ ? | -1% | -8%
76. CCOc1ccc(NC(=O)N2CCOc3ccccc32)cc1
→ -27% | 3% | -5%
77. CN(C)S(=O)(=O)N1CCN(CC(O)COc2ccc(-c3ccccc3)cc2)CC1 (stereo not given)
→ 21µM* | 8% | -6%
78. CCNC(=S)Nc1c(C)n(C)n(-c2ccccc2)c1=O
→ 5% | -3% | -2%
79. O=C1c2ccc3c4c(ccc(c24)C(=O)N1c1ccc(O)cc1)C(=O)N(c1ccc(O)cc1)C3=O
→ -22% | 7% | 1%
80. COCCn1c(Sc2ccc(C)cc2)nc2c1c(=O)[nH]c(=O)n2C
→ -22% | -2% | -10%
81. CCCCCCC(=O)Nc1nc(C)c(-c2csc(Nc3ccccc3OC)n2)s1
→ ? | 1% | -15%
82. CCOC(=O)CN1C(=O)C(=O)c2cccc(C)c21
→ ? | -16% | -1%
83. Cc1nnc(NC(=O)CSc2nccn2-c2cccc(Cl)c2)s1
→ 5% | -1% | -7%
84. COc1cc2cc(CCCOC(=O)c3ccc(Br)cc3)oc(=O)c2cc1OC
→ -26% | -19% | -12%
85. CC1C/C(=C/c2cccn2C)C(=O)/C(=C/c2cccn2C)C1 (stereo not given)
→ 23µM* | -23% | -6%
86. O=C1CCC(C(=O)OCC(=O)Nc2ccc(Cl)cc2C(F)(F)F)=NN1
→ -11% | 15% | -5%
87. Cc1ccc(NC(=O)c2nc(C)n(-c3ccc([N+](=O)[O-])cc3)n2)cc1
→ -18% | 3% | -2%
88. COc1ccccc1/C=C/C(=O)NCC(=O)N/N=C/c1cc(Br)ccc1OC
→ ? | 3% | 3%
89. COc1cccc(C2c3[nH]c4ccccc4c3C[C@H]3C(=O)N(C)CC(=O)N23)c1 (stereo not given in full)
→ -21% | -11% | 17%

Structural class: the compounds so far with an aryl thioether with sulfur outside any ring
Values run as follows: TDP1 cell CPT | FEN1 inh | GCN5L2 inh
3. CC(C)c1nc(SCC(=O)NCc2ccccc2)n[nH]1
→ 0% | -2% | -1%
14. O=C(CSc1ccc(-c2ccc(Cl)cc2)nn1)NC1CCCC1
→ -18% | 6% | -1%
15. COCCNc1nnc(SCC(=O)Nc2nnc(-c3ccccc3)o2)s1
→ -2% | 0% | 0%
23. CCOc1ccc(-c2nnc(SCC(=O)Nc3ccc(C)cc3Cl)o2)cc1
→ -19% | -2% | -9%
25. COc1ccc(-c2cc(C(F)(F)F)nc(SCCC(=O)Nc3ccccc3F)n2)cc1
→ · | -8% | 0%
51. COc1ccccc1N1CCN(C(=O)CSc2nc3ccccc3c(=O)n2CC2CCCO2)CC1 (stereo not given)
→ ? | 0% | -8%
65. CN1CCC(N(C)C(=S)Nc2ccc(SC(F)F)cc2)CC1
→ ? | -3% | 0%
74. Nc1nc(SCC(=O)c2ccc(F)cc2)n[nH]1
→ 19% | -6% | 1%
80. COCCn1c(Sc2ccc(C)cc2)nc2c1c(=O)[nH]c(=O)n2C
→ -22% | -2% | -10%
83. Cc1nnc(NC(=O)CSc2nccn2-c2cccc(Cl)c2)s1
→ 5% | -1% | -7%

Not all compounds are listed; rates above refer to the full screens.
